NSD2 inh: blocks human histone methyltransferase NSD2; O96028; 310,000 tested, 0.54% active; NSD2 peptide methylation, AlphaScreen, 120 min; inhibition, % at 12.5 µM; in the data active = inhibition above about 50%
Rtt109 HAT inh: blocks Candida albicans Rtt109/Vps75 acetyltransferase activity. purified Rtt109/Vps75, ThioGlo CoA-SH fluorescence, 4 h. inhibition, % at 34.9 µM. 330,000 tested, 0.16% active;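 active = inhibition of at least 50% in every replicate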
Target sequence (Q5AAJ8 whole entry, looked up): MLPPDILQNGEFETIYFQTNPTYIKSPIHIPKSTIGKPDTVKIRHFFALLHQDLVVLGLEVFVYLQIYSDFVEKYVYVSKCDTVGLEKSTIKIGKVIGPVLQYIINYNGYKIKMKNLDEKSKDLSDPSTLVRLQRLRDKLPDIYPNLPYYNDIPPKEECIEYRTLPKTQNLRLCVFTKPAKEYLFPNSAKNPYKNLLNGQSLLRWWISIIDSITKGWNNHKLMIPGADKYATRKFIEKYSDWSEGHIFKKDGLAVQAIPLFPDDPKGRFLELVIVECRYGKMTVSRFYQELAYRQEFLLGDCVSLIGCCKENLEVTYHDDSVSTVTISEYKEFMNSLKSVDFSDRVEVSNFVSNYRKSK
SR-BI uptake up: activators of SR-BI mediated HDL lipid uptake; 320,000 tested, 0.096% active; CHO ldlA[mSR-BI] cells, DiI-HDL uptake fluorescence, 3 h; 100 = double the neutral-control signal; activation, % at 12.5 µM; AID 504775;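 active = mean replicate activation of at least 60% and every replicate at or above 60%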;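 note: 0% = median plate neutral-control signal and 100% = twice that signal; values of inactives mirror those of a sister screen read the other way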
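System: LDL receptor-deficient CHO ldlA cells overexpressing murine SR-BI | Timing: 3 h uptake period with compound, 37 °C | Medium: HEPES-buffered (25 mM, pH 7.4) F12 plus 0.5% BSA | Dosing: Single-point compound dose | Signal: Bottom-read fluorescence, 550/595 nm | Read-out: Retained DiI signal reflecting DiI-HDL uptake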
CAL PDZ FP-1: inhibitors of human CAL PDZ peptide binding | AID 602252 | inhibition, % at 24.9 µM | 300,000 tested, 0.92% active | purified CAL PDZ, TMR-peptide fluorescence polarization, 1 h | Q9HD26;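 active = mean inhibition of at least 30% with at least half of replicates also reaching 30%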;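 note: 0% = DMSO neutral control and 100% = excess unlabeled competitor peptide PRC23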
CAL PDZ FP-2: blocks peptide binding to human CAL PDZ domain | Q9HD26 | purified CAL PDZ, TMR-peptide fluorescence polarization, 1 h | inhibition, % at 20 µM | 330,000 tested, 0.02% active | AID 504414;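 active = highest replicate inhibition of at least 40%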;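 note: plate controls were DMSO neutral control wells for no effect and unlabeled competitor peptide control wells for full effect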
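System: purified tagged CAL PDZ domain construct (CerCALP). Schedule: 1 h incubation at room temperature before polarization reading. Medium: 25 mM sodium phosphate pH 7.4, 150 mM NaCl, TCEP, IgG, Thesit. Read-out: percent inhibition from loss of millipolarization. Measured by: FP readout, S and P plane fluorescence. Probe or stimulus: fluorescent TMR peptide probe.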
MITF TRPM1 HTS: activators of MITF-driven TRPM1 promoter activity in SK-MEL-5 cells; SK-MEL-5 TRPM1-promoter luciferase, 24 h; % of positive control, neutral wells = 0; 300,000 tested, 0.75% active; AID 588334; activation, % at 12.5 µM;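 active = mean activation of at least 80% with every replicate also reaching 80%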;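 note: 0% = neutral control wells and 100% = parthenolide positive control wells; values of inactives mirror those of a sister screen read the other way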
dFosB act: activators of mouse delta FosB homodimer; purified delta FosB, TAMRA-CDK5 oligo fluorescence polarization; percent of positive-control signal above neutral wells; activation, % at 25 µM; 340,000 tested, 0.99% active; AID 493131;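 active = mean activation above about 17%, with every replicate also reaching it, limit read from the data, passing the limit was not always enough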;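 note: fluorescence polarization rise as delta FosB binds a TAMRA Cdk5 AP-1 oligo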
Target sequence (P13346 whole entry, looked up): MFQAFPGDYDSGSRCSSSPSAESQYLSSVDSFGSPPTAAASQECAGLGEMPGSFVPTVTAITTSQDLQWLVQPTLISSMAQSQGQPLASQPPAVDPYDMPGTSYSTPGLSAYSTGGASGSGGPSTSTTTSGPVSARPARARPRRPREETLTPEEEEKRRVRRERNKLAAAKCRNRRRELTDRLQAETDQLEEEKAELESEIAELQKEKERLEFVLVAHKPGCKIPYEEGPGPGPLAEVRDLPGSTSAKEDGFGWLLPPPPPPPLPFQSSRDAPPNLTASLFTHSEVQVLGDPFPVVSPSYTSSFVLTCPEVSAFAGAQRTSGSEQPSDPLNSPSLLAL
SR-BI HDL uptake: blocks mouse SR-BI lipid uptake from DiI-HDL. inhibition, % at 12.5 µM. ldlA[mSR-BI] CHO cells, DiI-HDL uptake fluorescence, 3 h. 320,000 tested, 0.96% active. Q61009;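 active = mean replicate inhibition of at least 70% and a set share of replicates each scoring 70 or more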;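 note: 0% = median of neutral control wells and 100% = median of positive control wells; values of inactives mirror those of a sister screen read the other way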
PvdQ inh: blocks Pseudomonas aeruginosa PvdQ acylase activity. 340,000 tested, 0.063% active. inhibition, % at 10 µM. purified PvdQ acylase, fluorescence plate reader; in the data active = inhibition above about 30%, passing the limit was not always enough;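 note: 0% = vehicle neutral wells and 100% = reference inhibitor wells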
PfHsp90 yeast 2: reduces growth (ATP signal) of yeast expressing P. falciparum Hsp90. S. cerevisiae expressing PfHsp90, BacTiter-Glo ATP, 48 h; yeast lacking PDR1 and PDR3 efflux regulators. inhibition, % at 9.4 µM. 310,000 tested, 0.32% active;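 active = every replicate shows inhibition above about 80%, whatever the replicate mean, limit read from the data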;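 note: 0% = DMSO neutral controls and 100% = 20 µM radicicol positive controls; yeast relying on Plasmodium falciparum Hsp90 in place of its own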
An asterisk follows results filed as active; . = not tested or not shown.

SMILES	NSD2 inh	Rtt109 HAT inh	SR-BI uptake up	CAL PDZ FP-1	CAL PDZ FP-2	MITF TRPM1 HTS	dFosB act	SR-BI HDL uptake	PvdQ inh	PfHsp90 yeast 2
O=C(c1ccccc1)C(CN1CCCCC1)c1ccccc1 (configuration not stated)	.	-3.3	11.4	-3.0	-0.4	-96.8	-3.2	-11.4	6.5	-37.3
O=C(COC(=O)c1cc[n+]([O-])cc1)Nc1ccc(SC(F)F)cc1	3.3	-1.2	-8.1	-20.1	-8.5	3.5	-9.2	8.1	-9.6	-8.1
COC(=O)CN1C(=O)C2(OCCCO2)c2ccccc21	-2.7	2.4	16.0	0.7	0.0	-6.8	4.0	-16.0	-2.2	16.5
N/C(=N\OC(=O)c1ccccc1)C(C(=O)NOC(=O)c1ccccc1)C1CCCCC1 (configuration not stated)	3.3	1.0	5.4	.	-1.6	-5.1	-14.2	-5.4	-9.3	.
COc1ccsc1NC(=O)OCc1ccc(Cl)cc1	0.8	-20.1	4.2	-6.3	0.1	24.9	-0.4	-4.2	-2.5	-5.7
COCCNC(=O)CSc1nc2cc3c(cc2c(=O)n1CCCC(=O)NCCc1ccc(OC)c(OC)c1)OCO3	-6.5	-1.6	11.7	-3.5	0.8	-13.7	11.9	-11.7	-13.2	-7.1
COc1ncnc(NS(=O)(=O)c2ccc(N)cc2)c1OC	.	-17.4	15.3	-1.2	0.5	-10.4	3.9	-15.3	-10.5	-9.5
CCCc1noc(-c2cccc([N+](=O)[O-])c2)n1	-1.9	-2.6	19.6	-2.3	-0.9	19.5	-1.7	-19.6	0.0	4.8
COC(=O)C1=C(O)CSC1=Nc1ccc(C)cc1	.	-2.8	-0.3	-4.2	-1.1	7.1	0.3	0.3	-10.7	-20.3
CCOC(=O)CNC(=O)COc1coc(CN2CCN(c3ccc(F)cc3)CC2)cc1=O	-7.3	-6.7	21.8	-3.5	-2.4	-9.7	-2.7	-21.8	-7.2	5.8
COc1ccc(S(=O)(=O)Nc2cccc3c2O[C@H](CN(C)Cc2ccc(Cl)c(Cl)c2)[C@@H](C)CN([C@H](C)CO)C3=O)cc1	.	6.3	6.0	-3.8	-1.9	4.1	-0.2	-6.0	-11.4	-14.4
O=c1c2cnn(-c3ccccc3)c2nnn1/N=C/c1cccnc1	-0.9	-0.1	19.5	-1.6	.	-7.0	0.0	-19.5	-15.0	10.5
CCCCc1cc(=O)oc2cc(C)cc(OCC(=O)O)c12	-2.8	-2.3	22.4	.	-0.1	0.6	-4.2	-22.4	-6.3	.
CC1CCN(S(=O)(=O)c2cc3c4c(c2)C(C)C(=O)N4CCC3)CC1 (configuration not stated)	6.8	-0.1	21.7	-2.5	-1.8	0.1	-5.4	-21.7	-16.5	8.7
O=C(N/N=C/c1ccccn1)c1sc2ccccc2c1Cl	1.3	41.4	-57.5	-2.7	-3.6	.	-49.5	57.5	-1.4	-69.9
Cc1cccc(C)c1C(=NCCN(C)C)c1ccccc1	2.2	-5.3	16.2	-2.5	-1.4	.	-9.0	-16.2	-10.3	5.9
C=C(C)COc1ccc(-c2nc(N)ncc2-c2ccccc2OC)c(O)c1	-11.8	-3.7	.	-1.7	-2.4	1.3	-9.9	.	-2.2	-27.1
CN(C(=O)CSc1nnc(-c2cccnc2)o1)C1CCCCC1	0.5	0.9	19.3	-5.1	-0.6	8.5	-0.8	-19.3	-13.9	-28.8
Cc1ccc(-c2csc3ncn(/N=C/N(C)C)c(=O)c23)o1	0.7	-0.9	-13.4	-6.3	-0.4	-11.4	4.6	13.4	-8.0	-18.2
O=C(CN1C(=O)NC2(CCc3ccccc3C2)C1=O)NCC(F)(F)F (configuration not stated)	-11.3	11.0	14.3	-3.4	1.2	-5.4	-2.1	-14.3	0.7	7.2
Cc1cc(C(=O)N(C)CC(=O)Nc2ccc(Cl)c(C(F)(F)F)c2)no1	2.9	-0.1	-0.3	.	0.1	6.9	7.5	0.3	8.1	5.9
O=S(=O)(NCc1ccccc1)c1ccc(NC(=S)NCc2ccco2)cc1	2.4	-4.8	-36.0	-8.2	-0.8	.	-0.2	36.0	-3.0	0.2
CN1C(C(=O)NCc2ccc(OC(F)(F)F)cc2)CC2Cn3c(nc4cc(Cl)c(Cl)cc43)C21 (configuration not stated)	.	-13.4	-20.5	13.8	0.7	8.3	6.0	20.5	-6.0	13.8
N#Cc1cc(Oc2ccc3ccccc3c2)c(-n2nnc3ccccc32)cc1C#N	0.7	-1.3	-32.6	.	-2.0	-9.1	3.6	32.6	-13.4	.
CCCCN(C)CCNC(=O)Cn1c(=O)sc2ccccc21	.	-1.5	0.6	.	-0.2	3.6	2.3	-0.6	5.0	-4.8
Additional results:
SMILES	NSD2 inh	Rtt109 HAT inh	SR-BI uptake up	CAL PDZ FP-1	CAL PDZ FP-2	MITF TRPM1 HTS	dFosB act	SR-BI HDL uptake	PvdQ inh	PfHsp90 yeast 2
Cc1ccc(CN2CCCN(Cc3cc(C)ccc3C)S2(=O)=O)cc1	-4.5	-2.9	12.9	-2.0	-1.1	.	-6.9	-12.9	-15.4	14.3
O=C(NC(=S)N1CCCCC1c1cccnc1)c1ccc(F)cc1 (configuration not stated)	-1.2	-0.3	-2.5	-2.6	-2.4	5.3	1.4	2.5	-8.3	9.4
Cn1c(SCC(=O)Nc2ccccc2Br)nnc1-c1cnccn1	1.9	-5.1	7.2	-3.3	-1.1	-7.6	1.0	-7.2	-4.4	-1.8
COc1ccc2oc(C(=O)OCC(=O)Nc3cc(S(=O)(=O)N4CCOCC4)ccc3C)c(C)c2c1	4.3	-12.8	-43.5	-1.1	-2.8	9.8	38.0*	43.5	6.3	.
CCOC(=O)N1CCc2c(sc3c2c(=O)n(Cc2ccccc2)c(=O)n3CC(=O)NCCOC)C1	.	-2.4	10.7	0.2	-3.5	2.6	-10.3	-10.7	-16.0	-18.8
CCN(CC)CCCN(Cc1cc2cc3c(cc2[nH]c1=O)OCO3)C(=S)Nc1ccccc1OC	25.5	-9.1	14.9	4.1	0.3	4.9	1.7	-14.9	-1.9	7.6
CCN(CCNC(=O)C1CCN(S(=O)(=O)c2c(C)noc2C)CC1)c1ccccc1	1.3	6.0	-31.9	-3.0	0.2	-3.0	-3.1	31.9	14.3	13.6
COc1ccc(OC)c2sc(NNC(=O)C3COc4ccccc4O3)nc12 (configuration not stated)	0.2	-0.1	-10.6	.	-0.1	-22.6	-11.1	10.6	-6.0	-40.1
O=C(NCCC1CCCCN1S(=O)(=O)c1ccc(F)cc1)C(=O)NCc1ccccn1 (configuration not stated)	-1.4	0.1	24.8	-6.5	0.1	4.8	-5.1	-24.8	-12.7	9.9
CCN(CC)S(=O)(=O)c1cccc(NC(=O)CN(C)C2CCCCC2)c1	-2.8	8.8	-3.8	-3.0	-1.3	-4.4	-9.4	3.8	-4.6	-20.7
Cc1ccc(C)c(NC(=S)c2nc3ccccc3s2)c1	-1.0	10.5	-0.4	-0.6	-2.3	34.6	7.2	0.4	10.2	45.6
O=C(COc1ccccc1)Nc1ccccc1Oc1ccccc1	-5.6	2.2	1.1	1.1	-1.0	6.5	1.5	-1.1	-2.8	-19.5
Cc1cc(SCCC(=O)O)nc2c(C)cccc12	0.1	1.8	21.3	-0.1	-1.2	3.7	1.6	-21.3	-11.3	21.3
COc1ccc(-c2nn(-c3ccccc3)cc2CO)cc1	31.9	17.4	-13.8	-2.1	0.1	50.9	2.0	13.8	-9.7	.
O=C(NN1CC(=O)N(c2cc(Cl)cc(Cl)c2)CC1=O)c1sccc1Cl	-3.1	-10.0	-15.6	.	-0.1	.	-8.1	15.6	-6.8	6.6
O=[N+]([O-])c1ccc(Sc2ccc(Cl)c(Cl)c2)nc1	-0.9	-6.1	6.0	0.0	1.2	.	1.6	-6.0	3.0	-8.1
O=C(Nc1ccc(Cl)c(S(=O)(=O)N2CCCCC2)c1)c1ccco1	0.9	12.8	-1.6	-1.3	-1.2	5.8	-7.6	1.6	-2.0	-3.1
COc1ccc2[nH]c3c(c2c1)CCN1C(=O)C(CC(=O)NCCC2=CCCCC2)C[C@H](C(=O)N2CCOCC2)[C@@]31C (some centres not stated)	.	-1.9	-29.4	-1.6	0.8	-3.6	-10.4	29.4	-10.8	-17.7
Cc1cc(OCC(=O)Nn2cnnc2)c(C)cc1Br	0.7	-4.6	3.9	2.6	-0.6	4.9	3.3	-3.9	5.8	-9.1
O=C1/C(=C/c2ccc([N+](=O)[O-])cc2)Oc2cc(O)ccc21	4.9	.	-56.0	-1.3	1.3	15.5	0.2	56.0	69.3*	-14.6
COc1ccccc1NC(=O)c1oc2ccccc2c1NC(=O)C1CC1	0.8	-14.2	-42.3	-6.0	-2.0	6.2	23.7*	42.3	-12.9	13.1
CCOc1ccc2nc(SCC(=O)NCc3ccc(S(N)(=O)=O)cc3)[nH]c2c1	3.4	3.5	11.4	-5.8	-11.9	1.8	0.9	-11.4	-0.2	10.5
CCc1ccc(C(=O)CN2C(=O)NC3(CCc4ccccc43)C2=O)cc1 (configuration not stated)	-0.1	2.4	6.6	-2.0	-0.4	6.6	-11.2	-6.6	-14.0	-3.0
OCc1nnn(-c2ccccc2)c1CO	-1.4	-11.5	-16.1	0.1	-0.7	3.9	-4.3	16.1	-10.1	7.0
CNC(=O)CSc1nnc(C(C)C)n1C	-2.6	-4.5	32.5	-4.3	-3.1	-3.0	-4.0	-32.5	-9.2	-5.3
CC(NC(=S)Nc1ccc(F)cc1)C(c1cccs1)N1CCOCC1 (configuration not stated)	.	4.7	1.4	.	0.5	.	-3.1	-1.4	4.7	9.1
COc1ccc(CNC(=O)c2ccc(C)o2)cc1	-8.7	1.5	27.3	-0.2	-3.8	.	4.6	-27.3	-12.3	.

Some values from the entries so far:
Reading of CCc1ccc(C(=O)CN2C(=O)NC3(CCc4ccccc43)C2=O)cc1 (configuration not stated) under SR-BI uptake up: 6.6
Reading of Cc1ccc(CN2CCCN(Cc3cc(C)ccc3C)S2(=O)=O)cc1 under CAL PDZ FP-2: -1.1

Whole records as entered above. Values in the order: NSD2 inh | Rtt109 HAT inh | SR-BI uptake up | CAL PDZ FP-1 | CAL PDZ FP-2 | MITF TRPM1 HTS | dFosB act | SR-BI HDL uptake | PvdQ inh | PfHsp90 yeast 2
`COc1ccc(-c2nn(-c3ccccc3)cc2CO)cc1` in the list: 31.9 | 17.4 | -13.8 | -2.1 | 0.1 | 50.9 | 2.0 | 13.8 | -9.7 | .
`O=C1/C(=C/c2ccc([N+](=O)[O-])cc2)Oc2cc(O)ccc21` in the list: 4.9 | . | -56.0 | -1.3 | 1.3 | 15.5 | 0.2 | 56.0 | 69.3* | -14.6
`O=C(COc1ccccc1)Nc1ccccc1Oc1ccccc1` in the list: -5.6 | 2.2 | 1.1 | 1.1 | -1.0 | 6.5 | 1.5 | -1.1 | -2.8 | -19.5
